Compound activity from PubChem.
OX1R antag-1 = antagonists of human orexin 1 receptor (OX1R); Orexin/Hypocretin receptor type 1 (Homo sapiens), O43613; OX1R-expressing cells, FRET antagonist read-out; inhibition, % at 6.6 µM; 1.8% of 330,000 active; AID 485270, 2010; in the data active means inhibition mostly above about 38%, no sharp cut-off; inactive means mostly below about 40%;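 further: 0% = agonist challenge alone and 100% = reference antagonist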
Target sequence (O43613 whole entry, looked up): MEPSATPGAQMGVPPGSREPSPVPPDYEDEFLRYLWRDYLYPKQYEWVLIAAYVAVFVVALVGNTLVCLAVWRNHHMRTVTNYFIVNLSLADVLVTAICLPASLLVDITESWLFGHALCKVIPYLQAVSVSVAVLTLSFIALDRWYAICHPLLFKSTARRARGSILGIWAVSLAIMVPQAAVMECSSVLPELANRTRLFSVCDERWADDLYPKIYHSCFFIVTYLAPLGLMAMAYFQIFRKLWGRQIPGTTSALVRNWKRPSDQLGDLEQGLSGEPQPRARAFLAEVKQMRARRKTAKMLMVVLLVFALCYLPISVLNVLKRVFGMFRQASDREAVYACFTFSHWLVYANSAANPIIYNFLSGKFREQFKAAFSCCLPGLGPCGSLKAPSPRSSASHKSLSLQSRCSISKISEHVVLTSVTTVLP
OX1R antag-2 = OX1R (HCRTR1) antagonists, primary screen, fluorescence, CHO/OX1R cells, Fluo-8 calcium, orexin A; AID 434989, 2010; Fluo-8 calcium fluorescence; 0.43% of 330,000 active; Orexin/Hypocretin receptor type 1 (Homo sapiens), O43613; inhibition, % at 5 µM;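 active means inhibition above its plate's threshold, mean inhibition of all tested compounds on the plate plus 3 SD, cut at about 37% in these data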;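 further: 0% = orexin A challenge wells and 100% = SB-334867-A antagonist wells; not every result past the cut was called active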
STK33 kinase inh = inhibitors of purified STK33 kinase, primary screen, biochemical, ADP-Glo luminescence, homogeneous, cell-free. Serine/threonine-protein kinase 33 (Homo sapiens), Q9BYT3. MBP phosphorylation. inhibition, % at 10 µM. 0.073% of 320,000 active;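 active means inhibition at or above 25%, using the most active replicate where run in duplicate; inactive means inhibition below 25%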
Target sequence (Q9BYT3 whole entry, looked up): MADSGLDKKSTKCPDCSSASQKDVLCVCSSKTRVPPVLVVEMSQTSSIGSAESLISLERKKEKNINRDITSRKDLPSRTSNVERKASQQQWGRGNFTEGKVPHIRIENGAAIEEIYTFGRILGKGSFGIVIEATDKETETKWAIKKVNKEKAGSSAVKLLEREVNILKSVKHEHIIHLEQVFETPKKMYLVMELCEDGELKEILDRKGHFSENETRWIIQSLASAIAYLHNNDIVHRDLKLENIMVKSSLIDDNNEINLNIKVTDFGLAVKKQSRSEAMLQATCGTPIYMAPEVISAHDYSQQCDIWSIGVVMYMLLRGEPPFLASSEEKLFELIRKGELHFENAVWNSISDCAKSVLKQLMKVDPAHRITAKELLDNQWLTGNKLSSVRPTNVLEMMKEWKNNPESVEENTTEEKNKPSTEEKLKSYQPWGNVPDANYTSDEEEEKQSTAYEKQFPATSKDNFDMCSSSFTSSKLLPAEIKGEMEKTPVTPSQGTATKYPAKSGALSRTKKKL
Starred values were filed as active, the others as inactive; . = not tested or not shown. An unsorted share of the library; 2.2% or so of the library scored in one or more.

SMILES	OX1R antag-1	OX1R antag-2	STK33 kinase inh
Cc1csc(NC(=O)c2cccs2)n1	10	-9	1.9
O=C(Nc1nc2nc(-c3ccccc3)cc(=O)n2[nH]1)c1ccccc1	6	-6	-0.4
C=CCn1c(-c2ccc(=O)n(Cc3ccccc3)c2)n[nH]c1=S	1	-27	-1.8
CCOc1ccc(-n2nnc3c(=O)n(CC(=O)NCc4ccco4)cnc32)cc1	17	-12	-1.9
O=C(O)Cc1csc(-c2ccccc2)n1	10	-17	1.5
Cc1sc(NC(=S)NC(=O)c2ccco2)c(C(N)=O)c1C	10	-11	-0.2
COCCCNC(=O)Cn1ncc2ccsc2c1=O	1	2	-0.3
[2H]c1c([2H])c([2H])c(-c2nc(N3CCCCCC3)sc2C(=O)c2ccccc2)c([2H])c1[2H]	11	0	-2.7
COc1cc(OC)cc(/C(N)=N/O)c1	-1	-9	0.7
Cc1ncc(CO)c(/C=N/NC(=S)Nc2ccc(Cl)c(Cl)c2)c1O	27	-9	2.5
CC(C)(C)c1ccc(C(=O)CCC(=O)NCc2ccccc2)cc1	1	0	5.6
Cc1cccc(C(=O)OCC(=O)NC(C)C2CC3CCC2C3)c1O (stereo not drawn)	17	-22	0.0
Cn1c(=O)c2[nH]c(COc3ccc(C(C)(C)C)cc3)nc2n(C)c1=O	36	46*	0.7
COc1ccccc1CN(Cc1cc2cc3c(cc2[nH]c1=O)OCCO3)Cc1nnnn1Cc1ccco1	29	-16	-0.2
CCOC(=O)c1cc(=O)n2[nH]c(-c3ccc(C)cc3)cc2n1	5	17	-0.7

The list goes on (4 carried over from the part before).
SMILES	OX1R antag-1	OX1R antag-2	STK33 kinase inh
Cc1cccc(C(=O)OCC(=O)NC(C)C2CC3CCC2C3)c1O (stereo not drawn)	17	-22	0.0
Cn1c(=O)c2[nH]c(COc3ccc(C(C)(C)C)cc3)nc2n(C)c1=O	36	46*	0.7
COc1ccccc1CN(Cc1cc2cc3c(cc2[nH]c1=O)OCCO3)Cc1nnnn1Cc1ccco1	29	-16	-0.2
CCOC(=O)c1cc(=O)n2[nH]c(-c3ccc(C)cc3)cc2n1	5	17	-0.7
O=C(CN1C(=O)C2C3c4ccccc4C(c4ccccc43)C2C1=O)Nc1ccccc1C(=O)O (stereo not drawn)	5	-7	-3.3
Cc1ccc(NC(=O)CCn2nc(C)cc2C)c(C)c1	4	-20	.
CSc1nc(N)nc(SCC(=O)c2ccccc2)c1C#N	40	-15	-3.9
Cc1ccc2c(c1)nnn2C1CCN(S(=O)(=O)c2ccc(C(=O)NC3CCCC3)cc2)CC1	31	-18	-6.7
O=C(CSc1nnnn1C1CC2C=CC1C2)Nc1ccc(C(=O)O)cc1 (stereo not drawn)	16	-7	.
O=C(NC(=S)NCc1ccco1)c1ccc([N+](=O)[O-])cc1	27	-5	0.4
CCOc1cccc2c1OC(c1cc(OC)c(OC)c(OC)c1)N1N=C(c3ccc(C)o3)CC21 (stereo not drawn)	29	13	0.1
CC1CN(c2ccccc2)c2nc3c(c(=O)[nH]c(=O)n3C)n2C1 (stereo not drawn)	11	-27	-0.5
CCCN1CCN(CC(O)COC(c2ccc(OC)cc2)c2ccc(OC)cc2)CC1 (stereo not drawn)	-1	-17	-0.7
CCOC(=O)c1nc(-c2ccc3c(c2)OCO3)[nH]c1C	5	-23	0.1
Cc1ccc(CNC(=O)C(Cc2ccccc2)NS(=O)(=O)c2cccs2)cc1 (stereo not drawn)	10	-26	-1.5
O=C1CCCc2nc(N3CCc4ccccc43)ncc21	22	2	0.1
COc1ccccc1CN(C)C(=O)COC(=O)c1c(C)noc1C	7	-20	0.0
CCOc1cc(N2CCOCC2)c(OCC)cc1NC(=O)COC(=O)c1ccc(Cl)nc1	3	-17	0.4
CC(C)c1ccc(NC(=O)CCCN2C(=O)NC(C)(C)C2=O)cc1	-4	-20	-0.5
CCCC(=O)N1CCN(Cc2ccc3c(c2)OCO3)CC1	-3	2	-1.1
CSCC[C@H](NC(=O)N1CCn2c1nc1ccccc12)C(=O)NCc1ccc(C)cc1	31	-19	-0.8
COc1ccc(S(=O)(=O)N2CCCCC2)cc1NC(=O)CNc1ccccc1N1CCCC1=O	-1	-13	-1.2
CCOc1ccc(NC(=O)CSc2nnc(CNC(=O)c3cccs3)o2)cc1	-5	-5	-2.3
O=C(NC1CCCCC1)C(c1ccco1)N(C(=O)C(F)(F)F)C1CC1 (stereo not drawn)	10	-14	0.8
CCCCN(C1CCS(=O)(=O)C1)S(=O)(=O)c1ccc(C(C)C)cc1 (stereo not drawn)	18	-28	-0.9
S=c1nc(NCc2cccc(Cl)c2)c2ccccc2[nH]1	12	-6	-0.3
COc1ccc(OC)c(NC(=O)COC(=O)c2n[nH]c3ccccc23)c1	12	13	-0.3
Cc1cccc(CCNC(=O)C2CCN(S(=O)(=O)c3ccccc3)CC2)c1	17	-10	-1.5
COc1ccc(N(CC(=O)Nc2ccc(OC)c(Cl)c2)S(=O)(=O)c2c(C)noc2C)cc1	38	-3	-2.3
Cc1ccc2nc(SCC(=O)N(CC(C)C)c3c(N)n(CC(C)C)c(=O)[nH]c3=O)[nH]c2c1	15	-20	0.9
CCCCOc1ccc2ccccc2c1C=O	-12	-24	-2.5
COc1cccc(CC(=O)Nc2ccccc2N2CCCC2)c1	2	-11	-1.0
COc1ccc(CN(Cc2cccn2C)S(=O)(=O)c2ccccc2)cc1	7	-31	-0.8
N#C/C(=C\c1ccccc1[N+](=O)[O-])c1nc(C2CC2)cs1	52	-18	0.3
O=C(CN1C(=O)c2ccccc2C1=O)NCC(=O)OCC(=O)c1ccc(Br)cc1	15	-1	0.7
CCc1cc2c(N[C@@H](C)C(=O)O)ncnc2s1	6	-9	-2.1
Cc1nc2c(C)cccn2c1/C(O)=C1\C(=O)C(=O)N(CCN(C)C)C1c1ccccc1 (stereo not drawn)	4	-15	-1.8
CCCn1nc2cc(C(=O)NCc3ccc(C)cc3)ccc2c1OC	11	-14	-0.7
COc1cc(OC)cc(-c2c(-c3cccs3)c3cc(-c4cc(OC)c(OC)c(OC)c4)ccc3n2C)c1	0	-38	0.0
O=C(COC(=O)c1cccc(Cl)c1)NC1CCS(=O)(=O)C1 (stereo not drawn)	-4	-6	.
CC1=C(C(N)=O)C(c2ccccc2F)NC(=O)N1 (stereo not drawn)	0	18	-2.5
C#CCOC(=O)c1csc2nnsc12	4	-26	-1.0
O=S(=O)(Nc1nc2ccccc2nc1Cl)c1ccc(Cl)cc1	33	1	2.0
O=C(COC(=O)C12CC3CC(CC(O)(C3)C1)C2)Nc1ccccc1OC(F)F	5	-4	-0.8
COc1ccccc1C1/C(=C(/O)c2ccc(OC(C)C)cc2)C(=O)C(=O)N1c1cc(C)on1 (stereo not drawn)	27	-29	-0.1
N#Cc1ccccc1OCC(=O)NC(=O)NC1CCS(=O)(=O)C1 (stereo not drawn)	1	-18	0.8
Cc1ccc(OCCSc2nc(NC(C)C)nc(NC(C)C)n2)cc1	28	3	-1.6
Cc1cc(C)cc(N(C(=O)CNS(=O)(=O)c2ccccc2)C(C(=O)NCc2ccccc2)c2ccc(C)o2)c1 (stereo not drawn)	26	-3	-0.8
CCOC(=O)Cc1csc(N(C)C)n1	-12	-6	-2.7
O=C(CNC(c1ccccc1)c1ccccc1)Nc1ccc(F)cc1	12	-24	-0.7
Cn1ncc2c(c(SCc3ccc(Cl)cc3Cl)nn2C)c1=O	0	4	-1.5
COc1cccc(-n2c(Cc3cc(=O)[nH]c(=O)[nH]3)nnc2SCC(=O)Nc2ccccc2)c1	1	-1	-1.0
Cc1cc(Br)ccc1NC(=O)CN(C)C(=O)c1ccc2ccccc2n1	2	-18	-0.7
CC(C)(C)C(=O)Oc1cccc(Nc2ncnc3ccccc23)c1	18	9	0.8
Cc1c(Cl)cccc1NC(=O)CCC(=O)N/N=C/c1ccc[nH]1	13	-11	-0.9
CCNC(=O)COc1ccc(OCc2ccccc2)cc1	6	4	-1.6
CC(=O)Nc1ccc(S(=O)(=O)N(C)CC(=O)N/N=C/c2ccc(C(=O)O)cc2)cc1	13	-14	-0.6
COc1ccccc1NS(=O)(=O)c1ccc(C)c(C(=O)N2CCCC2)c1	5	-13	-0.4
COc1ccccc1NC(=O)C1CCN(S(=O)(=O)c2ccc3c(c2)NC(=O)CO3)CC1	37	-16	-0.9
O=C(Cc1ccc(-n2c(=O)c3sccc3n(CC(=O)Nc3ccccc3)c2=O)cc1)NCc1ccco1	13	-9	0.7
O=C(NCCN1CCOCC1)c1ccc(=O)oc1	12	-19	-0.9
Cc1csc(NC(=O)CCc2c(C)nc3cc(-c4ccc(Cl)cc4)nn3c2C)n1	6	-17	-0.5
CN(C)c1ccc(Nc2nc(N)c([N+](=O)[O-])c(N3CCOCC3)n2)cc1	35	-24	2.7
C[C@@H](CSc1ccccc1)CN1CC[C@H](NC(=O)OCc2ccccc2)CCC1=O	10	-13	0.3

Next part:
SMILES	OX1R antag-1	OX1R antag-2	STK33 kinase inh
O=C(NCCN1CCOCC1)c1cnn2c(-c3ccccc3)cc(-c3ccccc3)nc12	17	-25	0.5
COc1ccc(-c2noc(CN3CCCCC3c3nccn3C)n2)cc1 (stereo not drawn)	11	-13	-1.5
CC(C)(C)OC(=O)NCc1ccc(NC(=O)c2nc[nH]c2C(=O)NCCCCNC(=O)c2[nH]cnc2C(=O)Nc2ccc(CNC(=O)OC(C)(C)C)cc2)cc1	6	-11	0.5
O=C(CCNS(=O)(=O)c1ccccc1F)NCc1ccc2c(c1)OCO2	12	-7	-0.8
COc1ccc(S(=O)(=O)N2CCOC2CNC(=O)C(=O)NCCc2ccccc2OC)cc1C (stereo not drawn)	25	-10	-0.3
CCN(c1ccc(NC(=O)CCc2nc3sc4c(c3c(=O)[nH]2)CCCC4)cc1)C(C)C	10	-38	-1.8
CCOc1ccc(Nc2oc(-c3cccs3)nc2C#N)cc1	57*	19	-0.6
O=C(N/N=C/c1ccccc1O)C(=O)N1CCCCCC1	5	-9	-0.2
CCOC(=O)C(C#N)=C1CCN(Cc2ccccc2)CC1	-6	-39	0.1
O=C(c1ccc(NC2=NC3CS(=O)(=O)CC3S2)cc1)N1CCc2ccccc2C1 (stereo not drawn)	10	5	0.0
Cc1ccccc1NS(=O)(=O)c1nnc(NC(=O)c2ccccc2C)s1	8	-6	-0.6
O=C(CNC1CCCCC1)Nc1cccc(C(F)(F)F)c1	15	-15	-1.3
CCc1ccccc1Oc1ccc(S(=O)(=O)N2CCN(C)CC2)cn1	12	-6	-1.7
CC(=O)Nc1ccccc1OCC(=O)NC(C)c1ccccc1 (stereo not drawn)	5	-2	-1.3
Cc1cc(C(=O)CSc2nc(N)cc(N)n2)c(C)n1-c1cccc(F)c1	8	-18	-1.0
NC(=S)N/N=C/c1ccc([N+](=O)[O-])cc1	51*	1	-1.5
CC(=O)Nc1sc(-c2ccccc2)nc1-c1ccccc1	21	-17	0.2
Cc1ccc(S(=O)(=O)CC2CSc3nc4ccccc4n32)cc1 (stereo not drawn)	37	22	-2.3
CCCc1cc(NC(=O)COC(=O)c2nccnc2N)n(-c2ccccc2)n1	8	-14	0.3
C=CCc1cccc2cc(C(=O)N3CCN(C(=O)c4ccco4)CC3)c(=O)oc12	11	-21	-2.2
CC(=O)c1c[nH]c(C(=O)NCc2ccccc2Cl)c1	5	-11	-0.6
CC1(C)CC(=O)/C(=C(\O)Cc2ccccc2)C(=NCCCCCC(=O)O)C1	14	-16	-2.8
CCOc1cc(S(=O)(=O)NCCc2cccc(C)c2)c(OCC)cc1-n1cnnn1	4	5	-1.1
CN(C)P(=O)(Nc1cccc2ccccc12)Nc1cccc2ccccc12	59*	32	-1.0
CCOc1ccc(S(=O)(=O)N2CCN(CN3C(=O)CC4(CCCC4)C3=O)CC2)cc1	-9	1	.
O=[N+]([O-])c1c(Nc2cccc(O)c2)cc(Cl)c2nonc12	94*	47*	5.2
COc1cccc(/C=C/C(=O)c2cccc([N+](=O)[O-])c2)c1OC	15	-24	1.3
Cc1cccc(OCC(=O)Nc2ccc3c(c2)C(=O)NC3=O)c1	14	6	4.1
Cc1cc(C)cc(NC(=O)Nc2ccc3c(c2)N(C)C(=O)CS3)c1	22	11	-9.1
Cc1cc(C)cc(NC(=O)C2C3C=CC4(O3)C2C(=O)N(CCN2CCCCC2)C4C(=O)NC2CCCCC2)c1 (stereo not drawn)	9	-6	-1.6
COc1ccc(/C=N/NC(=O)c2ccc(=O)n(C)c2)cc1OC	16	2	-0.3
O=[N+]([O-])c1ccc(N/N=C/c2c[nH]c3ccccc23)c(S(=O)(=O)Nc2ccc(Cl)cc2)c1	5	2	-0.4
Cc1cccc(CCN2CCN=C2Nc2ccccc2)c1	17	-4	2.0
CCC(=O)Nc1ccc(NC(=O)c2cccc3c(Br)cccc23)cc1	24	3	0.3
C/C(=N\NC(=O)c1ccoc1C)c1ccccc1O	20	-6	3.0

Retrieved one by one from the entries so far (four):
SMILES	OX1R antag-1	OX1R antag-2	STK33 kinase inh
Cc1cccc(CCN2CCN=C2Nc2ccccc2)c1	17	-4	2.0
CCC(=O)Nc1ccc(NC(=O)c2cccc3c(Br)cccc23)cc1	24	3	0.3
C/C(=N\NC(=O)c1ccoc1C)c1ccccc1O	20	-6	3.0
O=[N+]([O-])c1ccc(N/N=C/c2c[nH]c3ccccc23)c(S(=O)(=O)Nc2ccc(Cl)cc2)c1	5	2	-0.4
